Bioassay records (PubChem)
hgDAF12 agonist: H. glycines DAF-12 receptor agonists, primary screen, cell-based, luminescence, HEK293, GAL4 fusion, UAS-luciferase; HEK293 GAL4-hgDAF12 UAS-luciferase reporter, agonist luminescence; normalized to butyrate control; activation, % at 6.8 µM; 1.8% of 370,000 active; AID 687014, 2013;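 active means activation above a cutoff set at the mean of all screened compounds plus 3 SD, cut at about 10% in these data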;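 further: 0% = DMSO wells and 100% = sodium butyrate wells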
Rev-erbA mod: modulators of Rev-erb alpha DNA binding, primary screen, biochemical, FITC-DNA, fluorescence polarization, uHTS; Rev-erbα–FITC-DNA binding, 90 min; Nuclear receptor subfamily 1 group D member 1 (Homo sapiens), P20393; 0.79% of 370,000 active; AID 1259318, 2017; activity, % at 10 µM;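 active means activity above about 14%, limit read from the data; passing the limit was not always enough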;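 further: 0% = DMSO wells with 35 nM protein and 100% = DMSO wells with 750 nM protein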
PLCb3 inh: human PLC-beta3 inhibitors, primary screen, biochemical, fluorescence; 1-phosphatidylinositol 4,5-bisphosphate phosphodiesterase beta-3 (Homo sapiens), Q01970; Purified PLC-beta3, fluorogenic substrate; inhibition, % at 12.2 µM; 0.18% of 370,000 active; AID 720704, 2013; in the data active means inhibition above about 11%;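 further: 0% = median of compound wells on plate and 100% = full blocker control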
Target sequence (Q01970 whole entry, looked up): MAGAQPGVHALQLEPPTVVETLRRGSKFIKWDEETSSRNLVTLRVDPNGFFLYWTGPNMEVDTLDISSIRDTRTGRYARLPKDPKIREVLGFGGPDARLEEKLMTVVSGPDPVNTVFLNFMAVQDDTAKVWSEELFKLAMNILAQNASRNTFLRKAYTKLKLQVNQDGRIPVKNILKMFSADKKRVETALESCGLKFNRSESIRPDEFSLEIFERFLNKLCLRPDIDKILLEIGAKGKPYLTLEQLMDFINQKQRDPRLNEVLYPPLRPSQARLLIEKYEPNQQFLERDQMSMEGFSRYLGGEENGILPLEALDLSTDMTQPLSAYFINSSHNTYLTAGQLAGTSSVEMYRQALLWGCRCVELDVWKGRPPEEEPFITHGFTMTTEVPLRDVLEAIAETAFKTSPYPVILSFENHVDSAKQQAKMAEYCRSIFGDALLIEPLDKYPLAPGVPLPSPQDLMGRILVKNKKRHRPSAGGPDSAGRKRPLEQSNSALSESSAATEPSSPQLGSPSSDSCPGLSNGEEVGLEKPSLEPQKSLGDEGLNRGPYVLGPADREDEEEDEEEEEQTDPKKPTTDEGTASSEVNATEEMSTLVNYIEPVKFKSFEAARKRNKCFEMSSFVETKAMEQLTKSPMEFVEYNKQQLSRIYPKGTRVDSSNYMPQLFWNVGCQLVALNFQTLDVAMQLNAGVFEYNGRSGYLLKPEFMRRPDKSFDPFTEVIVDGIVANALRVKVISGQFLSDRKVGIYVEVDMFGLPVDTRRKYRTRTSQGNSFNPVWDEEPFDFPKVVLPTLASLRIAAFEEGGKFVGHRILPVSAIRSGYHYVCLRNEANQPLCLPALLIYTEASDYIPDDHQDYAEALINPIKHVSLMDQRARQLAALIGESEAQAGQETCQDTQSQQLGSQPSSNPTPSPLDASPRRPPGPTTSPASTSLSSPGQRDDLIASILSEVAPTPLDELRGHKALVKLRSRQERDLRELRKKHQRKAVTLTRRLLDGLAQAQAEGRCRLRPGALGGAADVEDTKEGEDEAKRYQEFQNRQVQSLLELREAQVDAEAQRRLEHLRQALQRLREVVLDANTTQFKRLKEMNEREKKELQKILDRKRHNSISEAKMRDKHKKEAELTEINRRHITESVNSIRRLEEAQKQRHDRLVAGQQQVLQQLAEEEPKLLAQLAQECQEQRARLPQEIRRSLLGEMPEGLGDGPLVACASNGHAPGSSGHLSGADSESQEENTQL
DAX1 inh-1: DAX1 (NR0B1) inhibitors on StAR promoter, primary screen, cell-based, luminescence, SF-1 (NR5A1), full-length DAX-1; HEK293T StAR-luciferase reporter, SF-1/DAX-1 repression relief; inhibition, % at 6.8 µM; 1.1% of 370,000 active; AID 652010, 2013;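 active means inhibition above the mean over all tested compounds plus 3 SD, cut at about 3.6% in these data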;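 further: 0% = DAX-1 cells with DMSO and 100% = cells lacking DAX-1 with DMSO; higher inhibition means more luminescence from relief of DAX-1 repression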
ADAM17 inh: ADAM17 inhibitors, primary screen, biochemical, QFRET; 0.83% of 370,000 active; AID 720648, 2013; Disintegrin and metalloproteinase domain-containing protein 17 (Homo sapiens), P78536; inhibition, % at 6.95 µM; recombinant ADAM17, EDANS/DABCYL FRET peptide cleavage;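 active means inhibition above the mean of compounds lying between control limits plus 3 SD, set per campaign, cut at about 8.5% in these data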;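 further: 0% = DMSO-only wells as the low control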
MBD2 inh: inhibitors of MBD2 binding to methylated DNA, primary screen, biochemical, TR-FRET, DNA-binding domain, human; MBD2 binding to methylated oligonucleotide; 0.31% of 370,000 active; inhibition, % at 4.4 µM; Methyl-CpG-binding domain protein 2 (Homo sapiens), Q9UBB5; in the data active means inhibition above about 13%
hcDAF12 agonist: H. contortus DAF-12 nuclear receptor activators, primary screen, cell-based, luminescence, HEK293, lit1-tk-luc reporter; activation, % at 6.8 µM; AID 652067, 2013; HEK293 hcDAF-12 lit1-tk-luc reporter; 0% DMSO, 100% Δ7-dafachronic acid; 1.4% of 370,000 active;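 active means activation above the mean of all tested compounds plus 3 SD, cut at about 5.5% in these data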;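 further: 100% = response to 3 µM Δ7-dafachronic acid high control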
DAX1 inh-2: DAX1 (NR0B1) inhibitors, primary screen, cell-based, HEK293, Gal4-DAX1, luciferase luminescence | Nuclear receptor subfamily 0 group B member 1 (Homo sapiens), P51843 | HEK293 Gal4-DAX1 luciferase reporter | inhibition, % at 6.75 µM | 0.99% of 340,000 active | AID 504766, 2011;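 active means inhibition above the mean over all tested compounds plus 3 SD, cut at about 4.2% in these data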;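 further: 0% = DAX1-transfected cells with DMSO and 100% = empty-vector control cells with DMSO; inhibition shows as a rise in luminescence from relieved DAX1 repression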
PLCg1 inh: PLC-gamma1 enzyme inhibitors, primary screen, biochemical, fluorescence, purified enzyme; 1-phosphatidylinositol 4,5-bisphosphate phosphodiesterase gamma-1 (Homo sapiens), P19174; fluorogenic substrate; inhibition, % at 12.2 µM; 0.84% of 370,000 active; AID 720700, 2013; in the data active means inhibition above about 9.5%
ssDAF-12 act: S. stercoralis DAF-12 nuclear receptor activators, primary screen, cell-based, luminescence, HEK293, GRIP1 co-expression, lit1-tk-luc; HEK293 ssDAF-12/GRIP1 lit1-tk-luc reporter; % of 3 µM dafachronic acid response; activation, % at 6.8 µM; 1% of 370,000 active; Nuclear hormone receptor DAF-12 (Strongyloides stercoralis); AID 652126, 2013;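 active means activation above the mean over all tested compounds plus 3 SD, cut at about 0.9% in these data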;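 further: 0% = DMSO-only wells and 100% = 3 µM delta7-dafachronic acid wells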
SMARCA2 activ: SMARCA2 (BRM) function activators, primary screen, cell-based, luminescence, high throughput | activation, % at 9.1 µM | MG213 cells, MMTV-luciferase reporter, dexamethasone, overnight | AID 652017, 2013 | 1% of 370,000 active; in the data active means activation above about 7.8%;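 further: 0% = vehicle wells and 100% = reference activator wells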
* marks the source's active call; other numbers are inactive results; i = inactive; x = not tested or not shown.

1	CC1=C([N+](=O)[O-])C(c2ccc(Cl)cc2)NC(=O)N1 (stereo not drawn)
2	CC(=O)Oc1ccc(C(=O)Nc2ccccc2C(=O)Nc2ccc(C(=O)O)cc2)cc1
3	Cc1ccc(CN2CCN(/N=C/c3cc([N+](=O)[O-])ccc3Cl)CC2)cc1
4	CC(C)(C)NC(=O)C[C@H]1C[C@H](C(=O)N2CCCCC2)[C@@]2(C)c3[nH]c4cc(-c5ccco5)ccc4c3CCN2C1=O
5	CC(C)n1ncc2c(C(=O)N3CCN(S(=O)(=O)c4cccc(F)c4)CC3)cc(C3CC3)nc21
6	CC(=O)N1C(=S)NC(=O)/C1=C1/C(=O)N(CC(=O)Nc2cccc(C)c2)c2ccccc21
7	Cc1ccc(Cn2nnc3c(=O)[nH]c(C4CCCN(S(=O)(=O)c5ccccc5)C4)nc32)cc1 (stereo not drawn)
8	COC(=O)c1nc(N)sc1-c1ccc(Cl)c(Cl)c1

Compound	1	2	3	4	5	6	7	8
Rev-erbA mod	1	5	-1	-4	-8	1	-6	2
DAX1 inh-2	-0.9	-1.4	0.6	-1.5	0.4	0.9	-0.6	1.2
ssDAF-12 act	-1.5	-0.5	-0.8	-0.9	-1.3	-1.3	-1.1	-1.2
hgDAF12 agonist	-0.9	1.4	1.7	-2.7	-3.2	0.1	3.3	-2.5
PLCg1 inh	2	-2	2	i	2	0	5	-56
SMARCA2 activ	1	-4	0	2	-4	-1	1	0
MBD2 inh	-2	0	3	0	1	2	-2	0
DAX1 inh-1	-0.1	-0.1	-0.8	3.5	1.7	0.7	0.6	-0.2
ADAM17 inh	0	-2	1	-116	0	-3	0	-12
hcDAF12 agonist	-1.5	1.5	-2.4	-1.4	-0.9	-3.9	-0.1	-0.1
PLCb3 inh	-2	-9	0	i	-5	2	6	-82

9	CCN(CC)c1cc2nc(C)n(Cc3ccccc3)c(=O)c2cc1NC(=O)C1CC1
10	Cc1ccc(C)c(OCC(O)CN2CCC(CN3C(=O)c4cccc5cccc(c45)C3=O)CC2)c1 (stereo not drawn)
11	CN(C(=O)c1cccc(C#N)c1)c1nnc(-c2cnccn2)s1
12	Cc1n[nH]c(C)c1S(=O)(=O)N1CCN(C2CCCCC2)CC1
13	COc1ccc(S(=O)(=O)Nc2ccccc2C(=O)N2CCOCC2)cc1OC
14	CCOC(=O)CC[C@@H]1CC[C@]2(CCCN(Cc3nccn3C)C2)O1
15	O=C(Cn1cncn1)N/N=C/c1ccccc1O
16	O=C1CCCC2=C1C(O)(C(F)(F)F)C(=O)N2Cc1ccccc1 (stereo not drawn)

Compound	9	10	11	12	13	14	15	16
Rev-erbA mod	-3	7	0	-1	-7	-2	-4	-2
DAX1 inh-2	-0.3	-1.2	1.2	0.8	-0.6	x	0.2	0.0
ssDAF-12 act	-0.9	-1.8	-1.3	-1.0	-0.5	-1.6	-1.5	-1.7
hgDAF12 agonist	-1.8	-5.1	5.0	-2.5	-0.8	2.6	0.1	-1.4
PLCg1 inh	-30	-3	-3	4	1	0	-45	0
SMARCA2 activ	0	-4	-1	0	0	-4	2	1
MBD2 inh	5	6	-1	2	-2	0	4	1
DAX1 inh-1	-0.9	-1.3	0.3	-0.7	0.2	-1.1	0.3	-0.3
ADAM17 inh	1	-27	-3	-6	-3	-1	-24	-3
hcDAF12 agonist	-1.3	-2.2	-0.6	-1.0	-1.0	-0.7	-1.4	-0.4
PLCb3 inh	-28	-9	-3	-2	-6	-1	-61	-4

Full records as entered above. Screens in order: Rev-erbA mod	DAX1 inh-2	ssDAF-12 act	hgDAF12 agonist	PLCg1 inh	SMARCA2 activ	MBD2 inh	DAX1 inh-1	ADAM17 inh	hcDAF12 agonist	PLCb3 inh
`COC(=O)c1nc(N)sc1-c1ccc(Cl)c(Cl)c1` across the screens: 2	1.2	-1.2	-2.5	-56	0	0	-0.2	-12	-0.1	-82
`O=C(Cn1cncn1)N/N=C/c1ccccc1O` across the screens: -4	0.2	-1.5	0.1	-45	2	4	0.3	-24	-1.4	-61
`Cc1ccc(Cn2nnc3c(=O)[nH]c(C4CCCN(S(=O)(=O)c5ccccc5)C4)nc32)cc1` (stereo not drawn) across the screens: -6	-0.6	-1.1	3.3	5	1	-2	0.6	0	-0.1	6

Remaining list, next part.
17	O=C(OCC(=O)N1CCCCCC1)c1ccc([N+](=O)[O-])cc1Cl
18	Clc1ccccc1OCc1nn[nH]n1
19	COc1ccc(S(=O)(=O)N2CCCCCC2)cc1C(=O)N(C)Cc1c(F)cccc1Cl
20	CCOCC(=O)Nc1ccc(F)c(F)c1
21	Cc1nc2ccc(S(=O)(=O)Nc3cccc(-c4nc5cccnc5s4)c3)cc2s1
22	O=C(c1cccc(-c2ccccc2F)c1)N1CC[C@@H](N2CCC(O)CC2)[C@H](O)C1
23	CCCCN1CCC(COC(=O)c2cc(Cl)c(N)c3c2OCCO3)CC1
24	COc1ccc(/C=N\NS(=O)(=O)c2ccc(C)cc2)cc1COc1ccccc1[N+](=O)[O-]

Compound	17	18	19	20	21	22	23	24
Rev-erbA mod	-1	5	6	3	2	3	-9	-6
DAX1 inh-2	-0.4	0.2	-0.6	1.2	-0.7	-0.1	1.8	-0.2
ssDAF-12 act	-0.9	-2.0	-1.3	-0.1	-0.7	-0.5	-1.1	-0.7
hgDAF12 agonist	0.5	-0.9	-2.0	5.7	0.9	1.6	4.2	-1.2
PLCg1 inh	0	1	1	0	-203	5	2	4
SMARCA2 activ	-1	0	-2	2	-2	-3	5	-1
MBD2 inh	3	2	-6	-2	-6	2	-1	-6
DAX1 inh-1	-0.8	0.2	0.5	-0.4	-0.6	0.8	4.5*	0.9
ADAM17 inh	-8	-3	2	0	-3	7	-5	0
hcDAF12 agonist	-0.4	-0.7	-0.1	0.9	-0.2	-0.6	-2.1	-3.5
PLCb3 inh	0	-5	-3	-2	-266	-3	3	5

25	CC(=O)c1ccc(NC(=O)/C(C#N)=C/c2ccncc2)cc1
26	COc1cc(C(=O)Nc2ccc(C)cc2C(NCC(=O)NN)c2ccccc2)cc(OC)c1OC (stereo not drawn)
27	Cc1ccc(C)c(N2C(=O)CN=C2Nc2ccccc2Cl)c1
28	C[C@@H]1/C=C/CC(=O)N2[C@H](CC(=O)N[C@@H]1c1ccccc1)C[C@@H](C)[C@H]2c1ccccc1
29	Cc1ccc(-c2ccc(/C=C3\C(=O)ON=C3c3ccccc3)o2)c([N+](=O)[O-])c1
30	CCCCCCCCN1C(=O)[C@@H](CC(=O)NCc2cccs2)C[C@@]2(C(=O)OC)C1=C[C@H](C(C)C)O[C@@H]2C1CC1
31	O=C(CCc1nnc(CCCCc2ccccc2)o1)NCCC1CCCCO1 (stereo not drawn)
32	CCOc1ccc(N(CC(=O)O)S(=O)(=O)c2ccc(F)cc2)cc1

Compound	25	26	27	28	29	30	31	32
Rev-erbA mod	-1	-3	1	-3	-5	2	3	0
DAX1 inh-2	0.4	-0.3	1.3	x	-0.8	x	-0.3	0.0
ssDAF-12 act	0.0	-1.1	-0.6	-1.0	0.1	-1.2	-0.8	-1.0
hgDAF12 agonist	-1.0	-2.9	1.8	-1.2	1.1	5.1	1.2	-0.3
PLCg1 inh	-25	-1	-1	-1	-2	0	2	-12
SMARCA2 activ	0	-5	0	-5	0	-4	0	-1
MBD2 inh	0	-6	1	3	-2	-2	-1	1
DAX1 inh-1	-2.4	-0.3	-0.7	-0.4	0.0	-0.5	-0.8	1.2
ADAM17 inh	-3	3	-2	-1	-6	-4	-2	-4
hcDAF12 agonist	-0.5	-1.5	-0.3	0.2	-0.1	-0.1	-1.5	1.3
PLCb3 inh	-24	-6	-5	0	-4	-1	0	-9

33	COc1ccc(CSc2nnnn2C)cc1F
34	COCCCNS(=O)(=O)c1ccc(Oc2ncc(C(F)(F)F)cc2Cl)cc1
35	FC(F)C(F)(F)Oc1cccc(-c2n[nH]c(=S)n2Cc2ccccc2)c1
36	COc1ccc(SC[C@H](Cc2ccccc2)N2CC[C@@H](NC(=O)OCc3ccccc3)CCC2=O)cc1
37	Cc1ccc(-n2c(N)c(C#N)c(-c3ccccc3)c(C#N)c2=O)cc1
38	CN(C)CC1CCCCC1OC(=O)c1ccc(S(=O)(=O)N(C)c2ccccc2)cc1 (stereo not drawn)
39	O=C(COc1ncnc2ccc(Br)cc12)N1CCOCC1
40	COc1ccccc1NC(=O)CSc1nc2ccccc2n1C(C)=O

Compound	33	34	35	36	37	38	39	40
Rev-erbA mod	0	-2	-2	-1	22*	-1	6	7
DAX1 inh-2	-0.7	0.8	1.2	0.6	1.1	-0.3	-1.3	-0.2
ssDAF-12 act	-0.9	-1.0	-1.3	-1.2	-0.8	-1.8	0.0	-1.8
hgDAF12 agonist	-0.9	-0.8	0.5	-0.9	-1.1	0.0	2.4	-2.5
PLCg1 inh	-3	-2	-20	4	-4	2	-1	1
SMARCA2 activ	1	-2	-2	-1	0	-2	-4	-4
MBD2 inh	-3	-1	0	-1	1	-3	4	-2
DAX1 inh-1	0.1	-0.9	0.7	-0.3	-0.7	0.2	0.1	-0.2
ADAM17 inh	-3	-1	1	4	-1	-1	-5	-2
hcDAF12 agonist	-0.9	-2.3	-1.0	-1.5	-0.1	-1.0	3.4	-1.1
PLCb3 inh	-1	2	-26	2	-1	-6	-1	0
